STK33 inh = blocks human STK33 kinase activity; Q9BYT3; purified STK33, MBP phosphorylation, ADP-Glo luminescence; inhibition, % at 10 µM; 320,000 tested, 0.073% active; AID 2661;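 active means inhibition at or above 25%, using the most active replicate where run in duplicate; inactive means inhibition below 25%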
Target sequence (Q9BYT3 whole entry, looked up): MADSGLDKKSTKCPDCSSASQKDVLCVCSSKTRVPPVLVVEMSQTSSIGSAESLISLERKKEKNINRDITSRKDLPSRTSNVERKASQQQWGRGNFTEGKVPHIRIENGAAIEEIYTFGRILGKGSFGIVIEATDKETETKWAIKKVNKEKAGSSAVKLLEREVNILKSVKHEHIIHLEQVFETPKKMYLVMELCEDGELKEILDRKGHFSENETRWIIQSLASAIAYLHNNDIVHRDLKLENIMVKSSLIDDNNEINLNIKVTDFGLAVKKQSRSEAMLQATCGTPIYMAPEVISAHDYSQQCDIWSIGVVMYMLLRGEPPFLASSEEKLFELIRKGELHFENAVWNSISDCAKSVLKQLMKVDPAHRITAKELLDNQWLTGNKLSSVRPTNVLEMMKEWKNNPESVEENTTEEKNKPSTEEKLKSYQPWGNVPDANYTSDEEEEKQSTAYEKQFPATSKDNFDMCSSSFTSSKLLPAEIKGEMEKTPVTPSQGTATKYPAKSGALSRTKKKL
CHT block = inhibits the human high affinity choline transporter. 310,000 tested, 0.86% active. B-score at 10 µM. CHT-expressing cells, membrane potential dye, choline response; stronger effect = lower value;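 active means B-score over 3 SD under the library average, and starting fluorescence ratio not unusually high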;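 further: choline stimulus applied at its EC90 after an EC20 pre-addition; B-score computed on integrated fluorescence ratio after choline addition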
Target sequence (Q9GZV3 whole entry, looked up): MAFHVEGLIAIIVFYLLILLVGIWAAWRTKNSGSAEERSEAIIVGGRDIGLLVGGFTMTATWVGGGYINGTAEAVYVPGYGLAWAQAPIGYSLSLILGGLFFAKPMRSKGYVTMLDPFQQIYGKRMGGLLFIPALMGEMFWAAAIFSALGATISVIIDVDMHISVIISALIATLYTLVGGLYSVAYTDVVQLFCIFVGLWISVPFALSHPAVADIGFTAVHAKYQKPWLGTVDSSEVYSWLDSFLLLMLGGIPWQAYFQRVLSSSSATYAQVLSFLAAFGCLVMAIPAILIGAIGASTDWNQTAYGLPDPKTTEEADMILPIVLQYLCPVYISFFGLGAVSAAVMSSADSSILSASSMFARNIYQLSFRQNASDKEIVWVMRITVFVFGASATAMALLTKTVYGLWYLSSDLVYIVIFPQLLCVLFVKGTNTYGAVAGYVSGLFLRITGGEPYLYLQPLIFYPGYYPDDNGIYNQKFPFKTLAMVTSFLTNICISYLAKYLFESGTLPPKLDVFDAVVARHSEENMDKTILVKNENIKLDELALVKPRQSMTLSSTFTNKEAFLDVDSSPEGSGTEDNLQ
CHT PAM = allosterically activates the human high affinity choline transporter; Q9GZV3; 310,000 tested, 0.49% active; B-score at 10 µM; CHT-expressing cells, membrane potential dye, choline EC20; stronger effect = higher value; LV-AA mutant CHT in HEK293 cells;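 active means initial fluorescence not abnormally high and integrated response B-score, plate-corrected, over 3 SD above library mean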
Starred values were filed as active, the others as inactive; i = inactive; / = not tested or not shown.

SMILES | STK33 inh | CHT block | CHT PAM
CC(=O)c1c(C)[nH]c(C(=O)Nc2cc(C)ccc2C)c1C | -1.2 | i | i
Cc1ccc(NC(=O)C(CC(C)C)NC(N)=O)cc1Cl (stereo not given) | -0.5 | i | i
O=C(Nc1ccc2c(c1)OCO2)C1CCN(C(=O)CSc2ncnc3ccccc23)CC1 | 0.2 | i | i
c1ccc2oc(CCc3nc4ccccc4o3)nc2c1 | 0.0 | i | i
COC(=O)[C@@H]1C[C@@]2(O)[C@H](O)[C@H](O)[C@H](O)C[C@H]2N1Cc1ccc(-c2ccccc2)cc1 | -1.2 | i | i
O=C1CCC(=O)N1c1ccc(-c2nc3sc4c(c3c(=O)o2)CCC4)cc1 | -1.0 | i | i
Cc1ccccc1-c1cc2c(nn1)-c1ccccc1C2=O | 1.6 | i | i
CC1CCN(c2c(NCc3ccc(C(=O)NCc4ccccc4)cc3)c(=O)c2=O)CC1 | -0.8 | i | i
Cc1ccc(C)c(S(=O)(=O)N/N=C2/CCCc3ccccc32)c1 | -0.9 | i | i
O=C(OC1CCCCC1=O)c1cccc(S(=O)(=O)N2CCOCC2)c1 (stereo not given) | -0.2 | i | i
COC(=O)Cn1cnc2c(C#N)c3n(c2c1=O)CCCCC3 | 3.6 | i | i
Cc1sc2nc(COC(=O)c3ccc(Cl)c(N)c3)[nH]c(=O)c2c1C | -1.8 | i | i
Cc1cccc(NC(=S)N2CCC(c3nc4ccccc4o3)CC2)c1C | -0.8 | i | i
COc1ccc(OC)c(C2C(C#N)=C(N)Oc3c2c(C)nn3-c2cccc(Cl)c2)c1 (stereo not given) | 0.4 | i | i
O=C(NC(=S)N1CCOCC1)C12CC3CCC(CC(C3)C1)C2 | -1.1 | i | i
Cc1cc(-c2cc(C(=O)NC3CCCC3)on2)nc(NC2CCCC2)n1 | -1.2 | i | i
O=C(COc1ccc(S(=O)(=O)N2CCCCC2)cc1)NCc1ccncc1 | -0.7 | i | i
C#CCOCCOCCOCCNc1nc(N2CCN(C(=O)Cn3cc(CC(C)O)nn3)CC2)nc(N2CCN(C(=O)Cn3cc(CC(C)O)nn3)CC2)n1 (stereo not given) | 0.3 | i | i
Cc1ccc(-c2nc3cc(C)ccc3o2)cc1 | -0.2 | i | i
O=C(NCc1ccccc1F)c1ccc2c(c1)OCCO2 | -16 | i | i
CC(NC(=O)C1CCN(S(=O)(=O)c2ccc3nc4c(c(C(=O)O)c3c2)CCCC4)CC1)c1ccccc1 (stereo not given) | 0.7 | i | i
O=C1OCCC1S(=O)(=O)c1ccc2ccccc2c1 (stereo not given) | -0.2 | i | i
O=C(O)c1ccc(N/N=C/c2cc3c(cc2[N+](=O)[O-])OCO3)cc1 | -0.1 | i | i
Cc1nn(Cc2ccc(Cl)cc2)c(C)c1NC(=O)CSc1n[nH]c(C)c1[N+](=O)[O-] | 0.3 | i | i
O=C(CN1C(=O)C2(OCCO2)c2ccccc21)c1ccc(Cl)cc1 | -2.2 | i | i

(listing goes on)
SMILES | STK33 inh | CHT block | CHT PAM
CCCCn1c(N)c(N(CCOC)C(=O)c2cc(Cl)nc3ccccc23)c(=O)[nH]c1=O | 0.0 | i | i
O=C(NCc1ccc(F)cc1)C(c1ccc(F)cc1)N(C(=O)c1csnn1)C1CC1 (stereo not given) | -1.3 | i | i
Cc1ccc(Cl)cc1NC(=S)N(C)N | 0.1 | i | i
O=C(Nc1ccccc1)/C(=C/c1ccc([N+](=O)[O-])cc1)NC(=O)c1ccccc1 | -2.0 | i | i
Oc1ccc(Br)cc1/C=N/Nc1nc(N2CCCCC2)nc(N2CCOCC2)n1 | -0.8 | i | i
CN(Cc1ccccc1)C(=O)COC(=O)COc1ccc(C#N)cc1 | -1.6 | -5.3* | i
Cc1cc2c(c(=O)n1CCCn1ccnc1)C(c1ccco1)C(C#N)=C(N)O2 (stereo not given) | -0.3 | i | i
CC(=O)N1c2ccc(S(=O)(=O)NCC3CCC(C(=O)Nc4ncccc4C)CC3)cc2CC1C (stereo not given) | -1.1 | i | i
CCCc1cc(=O)oc2cc(OCC(=O)NCCCN3CCOCC3)c(Cl)cc12 | -3.8 | i | i
CC(=O)c1c(C)[nH]c(C(=O)OCc2ccc(Br)cc2)c1C | 3.0 | i | i
Cc1cccc(N(C)S(=O)(=O)c2cccc3nsnc23)c1 | -0.1 | i | i
Cc1ccc(-c2nc3ccccc3o2)cc1NC(=O)Cc1cccs1 | -1.1 | i | i
CCC(=O)Nc1ccc2c(c1)nc(CCNC(=O)c1ccco1)n2C | -1.1 | i | i
Cc1ccc(CNC(=O)CCn2cc(-c3ccc(C)cc3)nc2-c2ccncc2)cc1 | -0.7 | i | i
COc1cccc(NC(=S)Nc2ccc(F)cc2)c1 | -0.6 | i | i
CN(CCOc1ccccc1)C(=O)CCc1nc2sc3c(c2c(=O)[nH]1)CCCC3 | 0.9 | i | i
N#C/C(=C/c1ccc(O)c(O)c1)c1nc2ccccc2[nH]1 | 7.4 | i | i
Cc1ccc(-n2nnnc2-c2cnn(-c3cccc(F)c3)c2C(F)(F)F)cc1 | 0.1 | i | i
CC(C)CSc1ncnc2c1oc1nc3c(cc12)COC(C)(C)C3 | -0.3 | i | i
COCCN1CN(S(=O)(=O)c2ccccc2)c2nc3ccccc3nc21 | -3.0 | i | i
Cc1ccc(SCC(=O)Nc2ccc(N3CCOCC3)cc2)cc1 | 0.6 | i | i
COc1ccc(NC(=O)CN(C)C(=O)c2ccc(NS(=O)(=O)c3ccc(F)cc3)cc2)cc1 | -1.1 | i | i
Cc1ccc(C(=O)NC2CCCc3ccccc32)cc1[N+](=O)[O-] (stereo not given) | -0.8 | i | i
NC(=O)Cn1c(=O)n(CC(=O)N2CCCCC2)c(=O)c2sccc21 | -1.1 | i | i
Cc1ccccc1C(=O)OCCN(C)Cc1ccccc1 | -1.9 | i | i

One compound at a time (already shown). Order of values: STK33 inh, CHT block, CHT PAM
`N#C/C(=C/c1ccc(O)c(O)c1)c1nc2ccccc2[nH]1` is listed with 7.4, i, i
`Cc1ccccc1-c1cc2c(nn1)-c1ccccc1C2=O` is listed with 1.6, i, i
`CC(=O)N1c2ccc(S(=O)(=O)NCC3CCC(C(=O)Nc4ncccc4C)CC3)cc2CC1C` (stereo not given) is listed with -1.1, i, i
`O=C(O)c1ccc(N/N=C/c2cc3c(cc2[N+](=O)[O-])OCO3)cc1` is listed with -0.1, i, i
`Cc1ccccc1C(=O)OCCN(C)Cc1ccccc1` is listed with -1.9, i, i

Next results:
SMILES | STK33 inh | CHT block | CHT PAM
COc1cccc(C2SCC(=O)N2c2ccc(Br)cc2)c1OC (stereo not given) | -1.7 | i | i
O=C(Cc1coc(-c2ccc(F)cc2)n1)N1CCOCC1 | -2.1 | i | i
Cc1csc(NC(=O)CSc2nc(C)cs2)n1 | 0.0 | i | i
COCC1CCN(C(=O)CC2C(=O)NCCN2Cc2cccc(Oc3ccccc3)c2)CC1 (stereo not given) | -0.4 | i | i
CS(=O)(=O)N1CCN(c2ccccc2NC(=O)c2cc3ccccc3o2)CC1 | 0.5 | i | i
O=C1Nc2ccccc2C(O)(C(=O)NCc2ccco2)N1c1ccccc1 (stereo not given) | 0.1 | i | i
CCCSc1nc(N2CCOCC2)c2c(c1C#N)CCCC2 | 0.7 | i | i
CCC(=O)c1ccc(N2CCN(C(=O)COc3ccccc3F)CC2)c(F)c1 | -0.5 | i | i
CCOc1cc(/C=C2\SC(=S)N(NC(=O)c3cccnc3)C2=O)ccc1O | 2.0 | i | i
COc1ccc(CCNC(=O)Nc2ccc3c(c2)OCO3)cc1OC | -1.7 | i | i
Cc1cccc(-c2c(NC(=O)c3ccco3)oc3c(C)cccc3c2=O)c1 | -1.6 | i | i
COc1cccc(N=Nc2c(N)[nH][nH]c2=O)c1 | 2.4 | i | i
CCc1ccccc1NC(=O)CSc1nnc([C@@H](N)Cc2ccccc2)o1 | 1.4 | i | i
Cn1ccsc1=NC(=O)c1ccc(Cl)c([N+](=O)[O-])c1 | 0.7 | i | i
CNc1ccc(/C=C(\CCC(=O)O)c2nc3ccccc3s2)cc1[N+](=O)[O-] | 0.7 | i | i
COc1ccc(-n2c(-c3ccccc3)c[n+]3c2CCC3)cc1 | 0.4 | i | i
O=C(NC1CCCC1)C1CC1c1ccccc1 (stereo not given) | -0.9 | i | i
Cc1cccc(NC(=S)NCC(c2ccccc2)N(C)C)c1 (stereo not given) | 0.7 | i | i
CCOC(=O)C1CCN(Cc2ccc3ccccc3c2)CC1 | -0.7 | i | i
CC(C)[C@H](NC(=O)C1CCN(S(=O)(=O)c2ccc(F)cc2)CC1)C(=O)NCc1ccco1 | 0.0 | i | i
Cc1cccc(CSCCNC(=O)CSCc2ccc([N+](=O)[O-])cc2)c1 | -0.2 | i | i
COc1ccc(C(O)C(CN2CCOCC2)c2ccccc2)cc1 (stereo not given) | -1.0 | i | i
CCN1CCCC1CNC(=O)c1ccc2c(c1)N(Cc1ccccc1F)C(=O)c1ccccc1S2(=O)=O (stereo not given) | / | -5.3* | i
CCc1ccccc1NC(=O)c1ccc2c(c1)CCN2S(C)(=O)=O | -0.8 | i | i
CCCCn1c(NS(=O)(=O)c2ccc(C)cc2)c(S(=O)(=O)c2ccccc2)c2nc3ccccc3nc21 | 0.0 | i | i

Further records
SMILES | STK33 inh | CHT block | CHT PAM
Cc1oc2cc(OCC(=O)O)ccc2c(=O)c1Oc1ccccc1 | -0.7 | i | i
O=C(CNC(=O)c1ccc(=O)[nH]c1)Nc1ccc(F)c(F)c1 | -0.6 | i | i
CCN(CC)CCSc1nc(O)c(C(C)C)c(=O)[nH]1 | -1.2 | i | i
COC(=O)c1cccc(N(CC(=O)NC2CCCC2)C(=O)CCC(=O)Nc2cc(C)on2)c1 | -0.9 | i | i
COC(=O)c1ccc(COC(=O)c2nn(C)c(=O)c3ccccc23)cc1 | -2.8 | i | i
O=C(Cn1cc2c(n1)CCCCC2)NCCCN1CCOCC1 | -0.7 | i | i
CCOc1ccccc1CN1CCN(CC2CC2)CC1CCO (stereo not given) | -0.8 | i | i
CC(C)n1c(C(F)(F)F)nc2cc(C(=O)N3CCOCC3)ccc21 | -2.7 | i | i
Cc1cc2c(=O)n(NC(N)=O)c(C)nc2s1 | 0.4 | i | i
Cc1[nH][nH]c(=O)c1C(c1cc(Br)ccc1O)c1c(C)[nH][nH]c1=O | -0.8 | i | i
O=C(C(c1ccccc1)c1ccccc1)N1CCN(Cc2ccncc2)CC1 | -0.3 | i | i
CCN(CC)S(=O)(=O)c1ccc(C(=O)OCCN2C(=O)c3cccc4c(N5CCOCC5)ccc(c34)C2=O)cc1 | -1.3 | i | i
COc1ccc2c(c1)OC[C@H]1[C@H]2N2C(=O)c3cc(OC)c(OC)cc3NC(=O)[C@@]2(C)[C@H]1c1ccccc1 | 0.6 | i | i
CNc1ccc(C(=O)c2ccccc2C(=O)O)cc1[N+](=O)[O-] | -0.8 | i | i
Cc1ccccc1C(=O)Nc1ccc2c(C#N)c3nc4ccccc4nc3n2c1 | 2.5 | i | i
CCCCOC(=O)CSC1=C(C#N)C(c2ccccc2OC)C(C#N)C(=O)N1 (stereo not given) | -1.0 | i | i
O=C(Nc1cnn(C23CC4CC(CC(C4)C2)C3)c1)c1cnn2c(C(F)(F)F)cc(-c3ccco3)nc12 | -0.4 | i | i
Cc1ccc(C(=O)NCCCN2CCOCC2)c(Cl)c1 | -1.0 | i | i
COc1ccc(N(CC(=O)N2CCCCCC2)S(=O)(=O)c2ccccc2[N+](=O)[O-])c(OC)c1 | -0.5 | i | i
FC(F)(F)c1cccc(-c2nn[nH]n2)c1 | -1.0 | i | i
CS(=O)(=O)N(CC(=O)N1CCN(c2ccc(F)cc2)CC1)c1ccc(F)c(Cl)c1 | -0.2 | i | i
Cn1c(SCC(=O)N2CCN(c3ccccc3)CC2)nnc1-c1ccccc1 | -1.3 | -5.3* | i
COc1ccc(/C=N/NC(=O)c2ccn[nH]2)cc1Cn1cc([N+](=O)[O-])cn1 | 1.8 | i | i
CC(=O)c1sc(NC(=O)CN2C(=O)CCC2=O)nc1C | -0.5 | i | i
CCCCNC(=O)C1CC(=O)N(CCc2ccccc2)C1 (stereo not given) | -1.2 | i | i

Remaining list, next part
SMILES | STK33 inh | CHT block | CHT PAM
CCCS(=O)(=O)NCCc1cc2ccc(OC)cc2[nH]c1=O | -0.3 | i | i
C[n+]1ccc(C(=O)Nc2ccccc2Cl)cc1 | -1.0 | i | i
CCOC(=O)N1CCN(C(=O)c2ccc3c(c2)N(Cc2cccc(Cl)c2)C(=O)c2ccccc2S3=O)CC1 (stereo not given) | 0.2 | i | i
COc1cccc(/C=N/NC(=O)c2ccc(CN3c4cccc5cccc(c45)S3(=O)=O)cc2)c1 | 2.2 | i | i
O=C(Nc1ccnn1C1CCN(CC(O)CO)CC1)C1CCCC1 (stereo not given) | -0.2 | i | i
CC1=C(C(=O)Nc2ccc(C(=O)N3CCN(c4cccc(Cl)c4)CC3)cc2)SCCO1 | 1.0 | i | i
Cc1oc2cc3oc(=O)c(CCC(=O)NCCC(=O)O)c(C)c3cc2c1C | -0.2 | i | i
Nc1nnc(SCC(=O)NN2C(=O)NC3(CCCCC3)C2=O)s1 | -0.5 | i | i
CCOc1ccc(Cc2nc(C)c(CC(=O)N3CCCCC3)c(=O)[nH]2)cc1 | -0.7 | i | i

Taken from above for reference:
SMILES | STK33 inh | CHT block | CHT PAM
C[n+]1ccc(C(=O)Nc2ccccc2Cl)cc1 | -1.0 | i | i
CCOC(=O)N1CCN(C(=O)c2ccc3c(c2)N(Cc2cccc(Cl)c2)C(=O)c2ccccc2S3=O)CC1 (stereo not given) | 0.2 | i | i
COc1cccc(/C=N/NC(=O)c2ccc(CN3c4cccc5cccc(c45)S3(=O)=O)cc2)c1 | 2.2 | i | i
O=C(Nc1ccnn1C1CCN(CC(O)CO)CC1)C1CCCC1 (stereo not given) | -0.2 | i | i

Screening data from PubChem BioAssay.
